High-throughput results: PubChem BioAssay, Sanford-Burnham Center for Chemical Genomics
APJ ag – agonists of human apelin receptor APJ, primary screen, CHO-K1 cells, PathHunter beta-arrestin, luminescence; 330,000 tested, 0.11% active; activation, % at 20 µM; 0% DMSO wells, 100% apelin; AID 2520, 2010; P35414;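 active means activation more than six SD over the plate average, tested at 20 µM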;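 further: 0% = DMSO alone and 100% = apelin-13 at 10 nM; some results filed as inactive read as strong as hits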
Target sequence (P35414 whole entry, looked up): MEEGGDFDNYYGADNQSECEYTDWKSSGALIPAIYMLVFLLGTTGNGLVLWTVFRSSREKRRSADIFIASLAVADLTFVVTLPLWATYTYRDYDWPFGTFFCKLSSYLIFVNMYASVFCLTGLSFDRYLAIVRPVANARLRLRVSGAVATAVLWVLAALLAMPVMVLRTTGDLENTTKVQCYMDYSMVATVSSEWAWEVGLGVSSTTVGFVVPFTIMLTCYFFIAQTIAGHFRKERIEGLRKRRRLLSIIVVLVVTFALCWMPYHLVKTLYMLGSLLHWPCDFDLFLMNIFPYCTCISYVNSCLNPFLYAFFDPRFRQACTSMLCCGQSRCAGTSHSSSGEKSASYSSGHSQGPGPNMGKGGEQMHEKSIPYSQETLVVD
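system = engineered CHO-K1 APJ arrestin reporter cells | input = 1000 cells per well | timing = overnight seeding, 90 min compound at 25 °C, 1 h detection | measured by = enzyme-fragment complementation luminescence | read-out = beta-arrestin recruitment to APJ as agonist activity, luminescent signal | control set = negative DMSO alone, positive Apelin-13 at 10 nM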
tim23-1 inh – growth inhibitors of tim23-1 mutant yeast, primary screen, luminescence, uHTS. S. cerevisiae tim23-1 growth, BacTiter-Glo luminescence, 24 h. inhibition, % at 20 µM. 330,000 tested, 1.3% active;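 active means growth inhibition of the mutant yeast at or above 50%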;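 further: temperature-sensitive mutant grown at 25 °C; plate controls were DMSO-treated mutant yeast for no effect and medium wells lacking yeast for full effect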
Mdm2 MdmX PPI – inhibitors of human Mdm2-MdmX association, primary screen, cell-based, luminescence, split luciferase, SaOS-2, uHTS | inhibition, % at 8 µM | Protein Mdm4 (Homo sapiens) + E3 ubiquitin-protein ligase Mdm2 (Homo sapiens), … | 330,000 tested, 3% active | AID 485346, 2010 | SaOS-2 split-luciferase Mdm2/MdmX complementation;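 active means inhibition of at least 50% at 8 µM in the primary screen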
XBP1 UPR activ – activators of adaptive XBP1 UPR arm, primary screen, cell-based, CHO-XBP1 luciferase reporter, luminescence, uHTS | IRE1-XBP1 UPR activation; percent of tunicamycin response, DMSO as zero | activation, % at 20 µM | 330,000 tested, 0.33% active | AID 463104, 2010;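 active means versus positive control, 20 µM dose yields 30% or more activation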;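 further: 100% = tunicamycin at 10 µg/mL and 0% = DMSO only wells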
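Material: CHO cell line with stable XBP1 luciferase reporter; buffer or medium: F12 medium containing 10% fetal bovine serum; compound: single point, 20 µM final compound, 1% DMSO; incubation: 6 h treatment, 37 °C; measured by: glow luminescence from Steady-Glo reagent; evaluation: activation, % of tunicamycin; control set: tunicamycin high, DMSO low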
APJ antagonist – antagonists of human apelin receptor APJ, primary screen, CHO-K1 cells, beta-arrestin complementation, luminescence | 330,000 tested, 0.32% active | inhibition, % at 20 µM | P35414 | AID 2521, 2010;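 active means inhibition above about 40% at 20 µM, limit read from the data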;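 further: cells challenged with 10 nM apelin-13 agonist together with compound; plate controls were apelin-13 plus DMSO wells for no effect and DMSO wells lacking apelin-13 for full effect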
tim10-1 inh – growth inhibitors of tim10-1 mutant yeast, primary screen, luminescence, uHTS. inhibition, % at 20 µM. S. cerevisiae tim10-1 ts strain growth, BacTiter-Glo, 24 h. 330,000 tested, 2.2% active;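 active means inhibition of at least 40%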;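 further: mutant grown at 25 °C; 0% = DMSO wells with yeast and 100% = wells holding no yeast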
TIM10 inh – growth inhibitors of isogenic TIM10 control yeast, primary screen, counter-screen for tim10-1 yeast inhibitor project, luminescence, uHTS. S. cerevisiae TIM10 strain growth, BacTiter-Glo luminescence, 24 h. inhibition, % at 10 µM. 330,000 tested, 1.4% active;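 active means inhibition of 40% or more at the single tested concentration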;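 further: wild-type TIM10 isogenic control strain grown at permissive 25 °C; 0% = DMSO yeast wells and 100% = minimal medium wells without yeast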
CHOP UPR activ – activators of apoptotic CHOP UPR arm, primary screen, cell-based, CHO-CHOP luciferase reporter, luminescence, uHTS; 330,000 tested, 0.34% active; UPR activation; percent of tunicamycin response over DMSO baseline; AID 449763, 2010; activation, % at 10 µM;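 active means at 10 µM dose, activation of 40% or more, normalized to positive control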;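 further: 100% = tunicamycin at 10 µg/mL and 0% = DMSO alone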
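Assay system: CHO-CHOP cells, stable luciferase reporter of PERK-eIF2a-CHOP signalling / Buffer or medium: F12 plus 10% serum / Compound dosing: one dose, 10 µM in 0.5% DMSO / Times: 6 h compound treatment, 37 °C / Technique: luciferase luminescence / Read-out: % reporter activation, DMSO baseline versus tunicamycin full activation / Benchmarks: tunicamycin and DMSO controls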
CXCR6 block – CXCR6 receptor inhibitors, primary screen, cell-based, beta-arrestin, luminescence, CHO-K1 PathHunter, 1536-well; inhibition, % at 20 µM; 360,000 tested, 0.36% active; C-X-C chemokine receptor type 6 (Homo sapiens), O00574; in the data active means inhibition above about 34%, passing the limit was not always enough;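 further: antagonist mode with CXCL16 agonist at 10 nM final; 0% = 10 nM CXCL16 with DMSO and 100% = unstimulated wells without agonist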
Target sequence (O00574 whole entry, looked up): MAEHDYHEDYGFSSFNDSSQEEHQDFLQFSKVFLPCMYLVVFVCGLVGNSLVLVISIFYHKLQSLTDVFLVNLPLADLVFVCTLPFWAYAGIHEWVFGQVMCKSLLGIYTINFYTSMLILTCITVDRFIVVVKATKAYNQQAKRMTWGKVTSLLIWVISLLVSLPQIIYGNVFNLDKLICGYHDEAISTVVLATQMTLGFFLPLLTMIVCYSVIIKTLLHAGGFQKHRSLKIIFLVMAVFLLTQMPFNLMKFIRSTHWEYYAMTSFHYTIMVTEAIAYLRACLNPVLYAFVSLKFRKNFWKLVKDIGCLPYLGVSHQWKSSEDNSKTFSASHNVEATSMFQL
Active calls of the source: *; . = no result given. The list is partial, so the mix of outcomes need not match the whole.

SMILES	APJ ag	tim23-1 inh	Mdm2 MdmX PPI	XBP1 UPR activ	APJ antagonist	tim10-1 inh	TIM10 inh	CHOP UPR activ	CXCR6 block
COc1ccc(C(=O)O/N=C(\N)c2ccccc2)cc1	3	80*	55*	-10	-16	71*	57*	-9.0	-5
O=C(Nc1sc2c(c1-c1nc3ccccc3[nH]1)CCCC2)C1CC1	-1	4	28	7	-22	22	-6	4.1	-4
COc1ccc(OC)c(N2C(=O)CC(Cc3cc(C)cc(C)c3)C2=O)c1 (stereo not drawn)	0	23	3	7	8	13	14	-0.6	-2
CC(C)CN(CCCNC(=O)CN1C(=O)CSc2ccc(S(=O)(=O)N3CCOCC3)cc21)CC(C)C	-2	2	6	-3	-16	-4	-10	-2.6	1
CCCC(=O)N(Cc1cc(=O)[nH]c2ccccc12)c1ccc(C)cc1	-3	14	8	-6	17	19	10	0.0	-11
Cc1ccccc1NC(=O)c1ccccc1NC(=O)c1ccco1	-6	11	-3	-2	8	36	24	-0.1	-6
CCCCCC(=O)NNC(=O)c1ccc(-c2ccccc2)cc1	3	-1	-5	2	-15	-14	-9	0.8	-6
O=c1[nH]c2ccc([N+](=O)[O-])cc2nc1/C=C(\O)c1ccccc1	-5	-23	81*	3	14	-7	-15	3.1	23
COc1ccc(CNC(=O)c2ccc3c(=O)n(CCCN4CCCC4=O)c(=S)[nH]c3c2)cc1	0	6	19	-2	17	14	18	1.0	5
COc1ccc(-c2nc(NC(=O)c3[nH]c(C)c(C(C)=O)c3C)sc2C)cc1	-1	20	34	7	0	24	8	2.5	4
Cc1cccc(NC(=O)NCc2cccnc2)c1C	0	1	3	-1	6	6	6	1.0	2
O=C(O)CCc1nc2cc(Cl)ccc2n(Cc2ccccc2)c1=O	-3	15	17	2	-10	17	22	0.8	0
COC(=O)C(Cc1ccccc1)NC(=O)CNC(=O)c1ccc(Br)o1 (stereo not drawn)	-4	5	10	-4	-56	-13	-1	2.3	7
C=CC[N+]1(CC#Cc2ccccc2)CCCC1	-1	8	-5	2	-24	-1	12	14	-7
CC(C)CN1CCNC(=O)C1CC(=O)NCCc1cnn(-c2ccccc2)c1 (stereo not drawn)	-3	21	-24	-1	-12	34	12	-2.3	1
O=C(NCC(=O)N(c1ccc2c(c1)OCO2)C(C(=O)NC1CCCC1)c1ccncc1)c1ccco1 (stereo not drawn)	8	11	-19	1	7	8	-1	-1.4	-22
CCN(CC)c1ccc(C(=O)NNC(=O)CNC(=O)c2cccs2)cc1	-3	14	-6	1	-31	13	8	0.0	-7
CC1CCCCN1C/C=C/c1ccccc1[N+](=O)[O-] (stereo not drawn)	-4	0	13	0	-12	13	-20	0.6	3
CCc1nc2ccccc2c(C(=O)O)c1C	-3	-1	13	-3	-1	6	7	0.5	8
COc1ccc(NC(=S)N2CCC(c3nc4ccccc4[nH]3)CC2)c(OC)c1	-2	-5	15	-4	9	4	2	0.6	-2
Cc1cc(/C=C(\C#N)C(=O)NCc2ccccc2)cc(C)c1O	-3	7	8	1	11	-6	-13	-1.1	8
O=C(CSc1nnc(NC(=O)c2c(F)cccc2F)s1)NCC1CCCO1 (stereo not drawn)	3	10	12	0	16	4	2	0.6	1
CC1=NN(C(=O)CCc2ccc3c(c2)OCO3)C(O)(C(F)(F)F)C1 (stereo not drawn)	-2	14	6	0	-1	18	7	0.8	13
CCN1C(=O)[C@H]2[C@@H](c3ccc(-c4ccc(F)cc4)c(OC)c3)N[C@@](CC(C)C)(C(=O)OC)[C@H]2C1=O	-2	19	38	0	5	17	20	0.7	.
CN(Cc1nccn1C)C(=O)c1ccc(OC2CCN(CCc3ccccc3)CC2)cc1	-2	3	-9	-2	8	3	0	0.9	0

Remaining list, next part
SMILES	APJ ag	tim23-1 inh	Mdm2 MdmX PPI	XBP1 UPR activ	APJ antagonist	tim10-1 inh	TIM10 inh	CHOP UPR activ	CXCR6 block
Cc1ccsc1C(=O)OCC(=O)c1cc(C)n(CC2CCCO2)c1C (stereo not drawn)	3	38	94*	-6	5	33	10	-8.4	0
NN/C(=C\[N+](=O)[O-])Nc1ccccc1	0	7	-13	0	-1	-8	7	-2.2	-10
COc1ccccc1OCC(=O)NNC(=O)CCCC(=O)NNC(=O)COc1ccccc1OC	1	20	12	-5	3	9	-6	1.1	-6
O=C(Nc1cccc2ccccc12)c1ccc(OC(=S)N2CCOCC2)cc1	-2	-3	42	2	1	-4	3	7.8	-10
CCCCCC(=O)N1CCN(c2ccc(C(C)=O)cc2F)CC1	-4	15	-6	2	13	22	3	1.8	-9
COC(=O)c1cccc(COC(=O)c2ccc(CS(=O)(=O)c3ccc(C)cc3)cc2)c1	-2	-13	11	-1	6	18	-16	-1.7	0
CCCCCCCCCOC(=O)C[n+]1csc(CCO)c1C	-5	-120	15	0	6	33	-34	1.1	5
COc1cc(/C=N/NC(=O)c2ccc(NC(=O)C3CC3)cc2)ccc1OC(C)=O	0	12	1	-2	14	8	1	2.9	-2
CCOc1ccc(NC(=O)CN(C)C(=O)CCCc2nc3ccccc3c(=O)[nH]2)cc1OCC	-1	3	-1	-1	-33	-3	4	0.0	3
CN1CCN(S(=O)(=O)c2ccc(Cl)c3ccccc23)CC1	-2	8	11	-2	12	4	9	-1.5	-2
Cc1ccc(Cn2ccc(NC(=O)c3nn(C)cc3[N+](=O)[O-])n2)cc1	1	-2	59*	0	1	21	11	2.3	-6
COc1ccc(-c2ccc(CCC(=O)O)n2NC(=O)c2ccc(O)cc2)cc1	-3	-13	18	4	4	2	1	0.9	7
O=C(CCSc1nc(-c2ccco2)cc(C(F)(F)F)n1)N1CCN(c2ccccn2)CC1	-2	33	-8	-5	-12	36	40*	-4.0	12
COC(=O)c1ccc(CN2CCCC(C(=O)c3cc(F)ccc3OC)C2)cc1 (stereo not drawn)	0	5	-7	-2	8	18	-4	0.1	4
COc1ccc(-c2nc(S(=O)(=O)c3ccccc3)c(NCCCN3CCOCC3)o2)cc1	-4	1	22	3	14	-3	-4	-1.6	0
COc1ccc(NC(=O)Nc2cccc3c2O[C@H](CN(C)S(=O)(=O)c2ccccc2)[C@@H](C)CN([C@H](C)CO)C3=O)cc1	-1	4	-3	-3	11	-10	2	0.1	-2
CNc1cc(NS(=O)(=O)c2ccc(N)cc2)nc(NC)n1	-2	-9	28	-6	7	5	6	-1.6	-1
CCc1ccc(NC(=O)c2cc(-c3ccc4c(c3)OCO4)on2)cc1	1	-22	-7	-4	-13	-15	-2	2.9	-1
CCN(CC)CCn1c2ccccc2c2nc3ccccc3nc21	-2	16	-29	1	-12	9	6	1.0	-4
Cc1ccccc1-c1nnc(SCC(=O)NC2CCCC2)n1C	-3	-18	17	0	13	-17	-8	0.8	-1
CCn1cc(C(C)(C)C)c(C#N)c1NC(C)=O	2	-9	15	0	7	-11	5	1.1	5
Cc1ccc(NC(=O)c2ccco2)c(NC(=O)C2CCCO2)c1 (stereo not drawn)	-3	11	-4	-1	9	6	-1	0.5	3
O=C1COc2ccc(S(=O)(=O)N3CCN(c4cccc(C(F)(F)F)c4)CC3)cc2N1	3	13	8	-4	-13	6	3	0.6	-5
O=C(O)c1n[nH]c2ccccc12	1	-9	27	-1	-12	-21	-6	-1.7	8
CCN1CCN(C(=O)c2ccccc2Nc2ccc(SC(F)F)cc2)CC1	-4	4	0	0	0	23	10	0.3	-11
O=c1[nH]c2ccccc2nc1N1CCOCC1	-15	13	5	-2	-3	-4	1	0.2	-4
CC(C)(CNC(=O)c1ccc(S(=O)(=O)Nc2ccc(Cl)cc2)cc1)N1CCOCC1	-4	-13	28	0	-3	-5	-1	-0.3	-1
Cc1ccc(C)c2[nH]c(=O)c(CN(CCN3CCOCC3)Cc3nnnn3CC3CCCO3)cc12 (stereo not drawn)	0	1	2	2	11	2	7	-1.6	-5
CC1(C(=O)NC2CCCC2)CCC(=O)N1Cc1ccccc1 (stereo not drawn)	-2	7	-11	0	2	13	-14	2.3	9
NC(=O)c1nsc(C(=O)N(c2ccc3c(c2)OCCO3)C(C(=O)NCC2CCCO2)c2ccc(F)cc2)c1N (stereo not drawn)	0	22	2	-7	9	7	-21	0.9	2

13 of the compounds above, bar-delimited:
mol | APJ ag | tim23-1 inh | Mdm2 MdmX PPI | XBP1 UPR activ | APJ antagonist | tim10-1 inh | TIM10 inh | CHOP UPR activ | CXCR6 block
CCc1ccc(NC(=O)c2cc(-c3ccc4c(c3)OCO4)on2)cc1 | 1 | -22 | -7 | -4 | -13 | -15 | -2 | 2.9 | -1
CCN(CC)CCn1c2ccccc2c2nc3ccccc3nc21 | -2 | 16 | -29 | 1 | -12 | 9 | 6 | 1.0 | -4
Cc1ccccc1-c1nnc(SCC(=O)NC2CCCC2)n1C | -3 | -18 | 17 | 0 | 13 | -17 | -8 | 0.8 | -1
CCn1cc(C(C)(C)C)c(C#N)c1NC(C)=O | 2 | -9 | 15 | 0 | 7 | -11 | 5 | 1.1 | 5
Cc1ccc(NC(=O)c2ccco2)c(NC(=O)C2CCCO2)c1 (stereo not drawn) | -3 | 11 | -4 | -1 | 9 | 6 | -1 | 0.5 | 3
O=C1COc2ccc(S(=O)(=O)N3CCN(c4cccc(C(F)(F)F)c4)CC3)cc2N1 | 3 | 13 | 8 | -4 | -13 | 6 | 3 | 0.6 | -5
O=C(O)c1n[nH]c2ccccc12 | 1 | -9 | 27 | -1 | -12 | -21 | -6 | -1.7 | 8
CCN1CCN(C(=O)c2ccccc2Nc2ccc(SC(F)F)cc2)CC1 | -4 | 4 | 0 | 0 | 0 | 23 | 10 | 0.3 | -11
O=c1[nH]c2ccccc2nc1N1CCOCC1 | -15 | 13 | 5 | -2 | -3 | -4 | 1 | 0.2 | -4
CC(C)(CNC(=O)c1ccc(S(=O)(=O)Nc2ccc(Cl)cc2)cc1)N1CCOCC1 | -4 | -13 | 28 | 0 | -3 | -5 | -1 | -0.3 | -1
Cc1ccc(C)c2[nH]c(=O)c(CN(CCN3CCOCC3)Cc3nnnn3CC3CCCO3)cc12 (stereo not drawn) | 0 | 1 | 2 | 2 | 11 | 2 | 7 | -1.6 | -5
CC1(C(=O)NC2CCCC2)CCC(=O)N1Cc1ccccc1 (stereo not drawn) | -2 | 7 | -11 | 0 | 2 | 13 | -14 | 2.3 | 9
NC(=O)c1nsc(C(=O)N(c2ccc3c(c2)OCCO3)C(C(=O)NCC2CCCO2)c2ccc(F)cc2)c1N (stereo not drawn) | 0 | 22 | 2 | -7 | 9 | 7 | -21 | 0.9 | 2
